Vif imaging: inhibitors of HIV Vif; inhibition, % at 7.49 µM; 340,000 compounds, 0.35% hits; HEK293T cells, Vif self-association by quenched fluorescence, imaging, 24 h; in the data active = inhibition above about 50%, passing the limit was not always enough; also: some results filed as inactive read as strong as hits
N-glyco inh: blocks N-linked glycosylation in D54 reporter cells; 360,000 compounds, 0.23% hits; AID 588692; reporter increase, % at 12.5 µM; D54 ERlucT glycosylation luciferase reporter, 24 h; percent of 100 nM tunicamycin response;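 active = mean luciferase reporter signal, scaled so untreated is 0 and the glycosylation-blocking control 100, at or above a set limit in every replicate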;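 also: luciferase carries N-glycosylation sites so blocking glycosylation raises the light; 0% = median of neutral control wells and 100% = median of 100 nM tunicamycin wells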
CaV13 ICDI inh: Disruptors of the CACNA1D IQ motif to Ca2+-dependent inactivation inhibitor domain association, primary screening, Förster resonance energy transfer in intact living … | HEK cells, CFP/YFP FRET ICDI-IQ, plate reader, 10 min; percent FRET-ratio fall versus neutral wells | inhibition, % at 12.3 µM | 340,000 compounds, 0.098% hits | AID 743397;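 active = mean replicate inhibition of at least 30% and at least 1% of replicates passing that level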;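 also: 0% = median of the neutral control wells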
Cardio protect: modulators protecting cardiomyocytes from myocardial damage; H9c2 cardiomyocytes, H2O2 injury protection, ATPLite, 2 h; AID 588492; 360,000 compounds, 0.63% hits; protection from H2O2 cell death, % at 20 µM;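 active = compounds giving at least 50% protection of heart cells from peroxide-induced death in the single-dose screen, raw or plate-pattern-corrected value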;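 also: 0% = DMSO wells with peroxide and 100% = DMSO wells without peroxide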
ABCB6 inh MLPCN: blocks the human ABCB6 transporter | Q9NP58 | AID 602162 | fluorescence ratio to DMSO, % at 10 µM | K562-ABCB6 porphyrin accumulation, flow cytometry, 1 h; hits give low values | 360,000 compounds, 0.19% hits;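 active = fluorescence ratio to DMSO below 75%, the collection mean minus 3 SD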;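 also: signal is porphyrin accumulated inside mitochondria; 100% equals median channel fluorescence of DMSO control wells; lower ratio means ABCB6 inhibition with less porphyrin fluorescence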
MC4R ag barr: activates human MC4R beta-arrestin recruitment; U2OS MC4R beta-arrestin complementation, luminescence; percent of melanotan II response, DMSO zero; activation, % at 8.9 µM; 360,000 compounds, 0.98% hits; AID 540308;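 active = activation above a per-plate cutoff, the mean activation of sample wells on that plate plus 3 SD, cut at about 8% in these data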
Target sequence (P32245 whole entry, looked up): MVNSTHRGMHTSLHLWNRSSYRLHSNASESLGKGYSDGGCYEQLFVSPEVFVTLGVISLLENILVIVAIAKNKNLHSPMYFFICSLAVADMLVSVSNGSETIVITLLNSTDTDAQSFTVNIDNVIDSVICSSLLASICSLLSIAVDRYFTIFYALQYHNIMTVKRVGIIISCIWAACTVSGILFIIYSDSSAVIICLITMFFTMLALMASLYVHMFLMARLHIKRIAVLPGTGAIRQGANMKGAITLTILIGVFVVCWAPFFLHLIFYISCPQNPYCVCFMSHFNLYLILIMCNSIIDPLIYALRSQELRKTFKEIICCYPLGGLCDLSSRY
PDI turbidity: blocks human protein disulfide isomerase activity; inhibition, % at 10 µM; P07237; PDI insulin aggregation turbidity, A650, 90 min; 350,000 compounds, 0.052% hits;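 active = mean inhibition across replicates of 30% or more, whatever share of single replicates reach that level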;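 also: absorbance from insulin aggregation driven by PDI reduction with DTT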
Target sequence (P07237 whole entry, looked up): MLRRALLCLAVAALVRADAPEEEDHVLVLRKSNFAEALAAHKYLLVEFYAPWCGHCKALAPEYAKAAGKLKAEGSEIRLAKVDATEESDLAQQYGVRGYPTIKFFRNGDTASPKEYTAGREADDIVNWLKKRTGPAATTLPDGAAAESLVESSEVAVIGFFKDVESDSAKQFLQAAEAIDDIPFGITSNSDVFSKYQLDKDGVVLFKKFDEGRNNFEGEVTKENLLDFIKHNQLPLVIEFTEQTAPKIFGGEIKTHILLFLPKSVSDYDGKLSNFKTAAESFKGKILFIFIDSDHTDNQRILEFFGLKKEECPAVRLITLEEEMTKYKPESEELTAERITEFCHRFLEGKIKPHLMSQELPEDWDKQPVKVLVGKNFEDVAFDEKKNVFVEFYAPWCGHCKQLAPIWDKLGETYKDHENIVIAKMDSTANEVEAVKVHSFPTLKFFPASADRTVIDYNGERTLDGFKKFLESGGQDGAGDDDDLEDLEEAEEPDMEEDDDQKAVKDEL
aDG glyco up: alpha-DG glycosylation activation; Pro5-aDG cells, alpha-DG glycosylation AlphaScreen (IIH6); 0% Pro5, 100% B10-LARGE cell signal; activation, % at 10 µM; 360,000 compounds, 0.22% hits; AID 624168;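 active = activation of at least 8% versus controls, or a plate z-score of at least 8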;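 also: Pro5 are CHO cells carrying HIG-tagged alpha-DG that lacks glycosylation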
MC4R antag cAMP: antagonists of human melanocortin 4 receptor (MC4R); inhibition, % at 6.5 µM; MC4R-expressing cells, MTII-stimulated cAMP, LANCE TR-FRET; P32245; 360,000 compounds, 0.48% hits;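 active = inhibition above its plate's cutoff, the mean of tested wells on that plate plus 3 SD, cut at about 29% in these data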;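 also: 0% = Melanotan II alone and 100% = Melanotan II plus saturating MCL0020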
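System: U2OS-MC4R stable cell line; Technique: Eu-cAMP/anti-cAMP TR-FRET, emission 671 nm; Repeats: single well per compound; Also added: Melanotan II; Dosing: one concentration, 6.5 µM nominal; Schedule: 30-min compound, 1-h challenge, 1-h detection, room temperature.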
HTR2A ag: mouse HTR2A agonism via beta-arrestin recruitment; P35363; CHO-K1 mHTR2A beta-arrestin complementation, luminescence; percent of 30 µM serotonin response; activation, % at 7.6 µM; 360,000 compounds, 0.66% hits; AID 624169;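 active = activation above a run cutoff, the mean activation of all tested compounds plus 3 SD, cut at about 14% in these data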;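 also: 0% = plate median of compound wells and 100% = 30 µM serotonin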
Starred values were filed as active, the others as inactive; · = not tested or not shown.

Start of the listing, in advance:
SMILES	Vif imaging	N-glyco inh	CaV13 ICDI inh	Cardio protect	ABCB6 inh MLPCN	MC4R ag barr	PDI turbidity	aDG glyco up	MC4R antag cAMP	HTR2A ag
CC(C(=O)NC1C=CS(=O)(=O)C1)N1C(=O)/C(=C\c2ccccc2)SC1=S (stereo unspecified)	-24	-6	-7	-7	99	-2.0	3	-0.2	11	2
CCCCOC(=O)c1ccc(N2C(=O)CC(N3CCN(C/C=C/c4ccccc4)CC3)C2=O)cc1 (stereo unspecified)	-9	1	-6	-8	105	5.3	-4	0.1	-3	-4

All compounds of this part, repeating the preview:
SMILES	Vif imaging	N-glyco inh	CaV13 ICDI inh	Cardio protect	ABCB6 inh MLPCN	MC4R ag barr	PDI turbidity	aDG glyco up	MC4R antag cAMP	HTR2A ag
CC(C(=O)NC1C=CS(=O)(=O)C1)N1C(=O)/C(=C\c2ccccc2)SC1=S (stereo unspecified)	-24	-6	-7	-7	99	-2.0	3	-0.2	11	2
CCCCOC(=O)c1ccc(N2C(=O)CC(N3CCN(C/C=C/c4ccccc4)CC3)C2=O)cc1 (stereo unspecified)	-9	1	-6	-8	105	5.3	-4	0.1	-3	-4
NC(=S)N/N=C\c1c2ccccc2cc2ccccc12	-8	12	-3	-1	95	-1.0	1	-0.3	-6	3
CCOC(=O)N1CCN(C(=O)c2ccc3c(=O)n(CCc4ccccc4)c(=S)[nH]c3c2)CC1	-6	1	1	10	92	-0.8	-3	0.1	17	0
CCOc1ccc(/C=N/n2nnnc2N)cc1OCC	0	5	-21	6	102	1.9	-3	-0.1	-3	-2
CCOC(=O)C1CCN(C(=O)C2(NC(=O)Nc3ccccc3Cl)CCCCC2)CC1	4	-2	-4	-3	93	0.9	-10	0.0	11	5
COc1ccccc1N1CCN(C(CNS(=O)(=O)c2cccs2)c2cccnc2)CC1 (stereo unspecified)	·	-3	-3	-8	98	-1.6	·	-0.2	-3	6
CCOC(=O)Cc1c(Sc2ccccc2)c2cc(C)ccc2n1C	0	2	-4	-17	100	-0.2	13	0.2	-2	-2
Cc1ccc2c(c1)C(c1ccc([N+](=O)[O-])cc1)=NNC(c1ccc(Br)cc1)=N2	0	0	-18	3	96	2.2	-9	0.1	13	0
Fc1ccccc1CSc1nncn1NCc1cccs1	-12	0	-3	1	102	-0.3	-6	0.0	-3	0
N#Cc1ccc(-c2ccc(OCC(=O)Nc3cccnc3)cc2)cc1	-7	-5	-5	-12	100	-3.5	2	0.7	11	12
NC(=O)CN1CCN(c2nc(-c3ccc(F)cc3)cs2)CC1	6	0	-5	-4	102	1.9	7	-0.2	7	-2
COc1ccc(CN2CCC(n3nccc3NC(=O)CCc3ccccc3)CC2)c(C)c1C	-6	-2	-3	0	101	-0.2	0	0.0	6	-5
O=C(COC(=O)c1ccc(Br)o1)Nc1ncc(Cl)cc1Cl	-13	2	-4	-8	96	-2.3	-1	0.1	-4	4
COc1ccccc1NC(=O)C1=C(C)NC2=C(C(=O)CCC2)C1c1ccc(C)o1 (stereo unspecified)	-3	1	-8	10	98	-0.3	2	0.5	6	2
CCC(Sc1nc2ccsc2c(=O)n1Cc1ccc(C(=O)O)cc1)C(=O)Nc1ccc(Cl)cc1 (stereo unspecified)	1	1	-12	-1	104	-1.4	7	-0.1	17	-4
COc1ccccc1CN(C)CC(=O)NC(=O)NC1CCCCC1	-1	0	-5	3	92	-3.8	-10	-0.1	-1	2
FCCCOc1ccc(-c2ccnc(-c3ccccc3)n2)cc1	0	1	·	-22	98	1.4	-2	0.5	-1	-1
C=CCN1c2ccccc2[C@]23C[C@@H](C(=O)OC)N(C(=O)c4ccc(Br)cc4)C2=NC(C(=O)OC)=C(C(=O)OC)[C@H]13	14	24	-5	-4	92	-1.6	15	-0.1	3	1
COc1ccc(CCNC(=O)c2sc3nc4n(c(=O)c3c2C)CCC4)cc1	-12	-5	-5	18	92	-0.1	-1	0.0	-1	0
CN(C(=O)c1ccc(NC(=O)Cc2ccc(NC(=O)C3CCN(C(=O)C4CCC4)CC3)cc2)cc1)C1CCCC1	3	1	-10	-6	102	-0.3	4	0.1	-6	4
Cc1ccc(S(=O)(=O)N(C)C)cc1NC(=O)c1cc(-c2ccncc2)nc2ccccc12	-16	-2	-6	14	97	-0.5	5	-0.3	17	-2
C[C@@H](CN1C2=NC[C@H](C)N2C[C@H]1Cc1ccc(O)cc1)NC(=O)CCC1CCCCC1	-2	4	-11	6	85	-1.0	4	-0.1	5	-1
CCCCN(C(=O)CCC(=O)Nc1cc(C)on1)C(C(=O)NC(C)(C)C)c1cccc(OC)c1OC (stereo unspecified)	-10	0	-2	3	98	0.5	12	0.3	5	-3
COCCNS(=O)(=O)c1ccc2c(c1)n(C)c(=O)n2C	34	-1	-8	12	99	-0.1	7	0.1	1	-3
CN(CC(=O)Nc1ccccc1Cl)C(=O)CSc1nc2ccccc2s1	0	3	-19	0	101	-0.6	0	0.0	1	-1
On1nnc2c3ccccc3c3ccccc3c21	-1	0	5	0	87	-0.5	-8	-0.4	4	-3
Cc1ccc(NC(=O)COc2ccc(N3CC(C(N)=O)CC3=O)cc2)c(C)c1 (stereo unspecified)	-8	3	-4	4	97	-0.1	-2	0.1	-1	5
S=c1[nH]nc(-c2ccccn2)n1/N=C/c1ccccc1	1	0	-4	3	99	-1.1	-6	-0.3	2	3
COc1ccc(CNC(=O)c2cnc3scc(C)n3c2=O)cc1	5	2	-7	11	100	-1.3	-10	-0.1	3	-7
CN(Cc1c(F)cccc1Cl)C(=O)C1CC(=O)N(CCc2ccccc2)C1 (stereo unspecified)	2	-2	-7	2	95	-1.9	-2	-0.1	7	-3
CN(CC(=O)NCc1ccco1)S(=O)(=O)c1ccc2c(c1)n(C)c(=O)c(=O)n2C	3	0	-4	3	82	-1.7	5	0.0	3	-1
CSc1ccc(C#N)cc1NC(=O)c1ccccc1C	1	1	0	3	89	-1.6	0	0.2	9	1
C=CC12C=CC=CN1C(C(=O)OC)=C(C(=O)OC)C(C(=O)OC)=C2C(=O)OC (stereo unspecified)	6	-1	-8	0	98	-1.1	-7	-0.1	15	0
Nc1nnc(SCC(=O)OCC(=O)c2ccccc2Br)s1	-2	0	-4	-1	101	-0.7	12	-0.3	16	11
CCOc1ccccc1NC(=O)CCCCCN1C(=O)[C@@H]2Cc3ccccc3CN2C1=O	-5	2	-3	-4	99	-0.6	-8	-0.1	5	-2
COc1cc(C(=O)Nc2ccccc2C(=O)NCc2cccnc2)cc(OC)c1OC	-9	2	-6	8	102	0.5	-3	0.0	23	-4
CCc1cccc(N=c2c([N+](=O)[O-])nn(-c3ccc(Cl)cc3)n2O)c1	-3	4	-8	-18	96	0.1	1	-0.4	2	5
C=CCn1c(O)c(N=NC(=S)Nc2ccccc2F)c2cc(S(=O)(=O)N3CCOCC3)ccc21	-21	8	-20	16	101	-4.8	1	-0.7	5	-5
N=c1oc2ccccc2cc1C(=O)Nc1ccccc1	0	-12	-19	-7	98	1.3	-4	-0.1	6	6
O=C(Cc1coc2ccc3ccccc3c12)NCc1ccccc1	8	-1	-8	0	102	-3.1	-2	0.2	7	-5
CCCOC(=O)Nc1ccc(N2CCCCC2)cc1	5	-15	-4	-14	100	-1.8	-7	-0.1	5	-5
O=C(Nc1c2c(nn1-c1ccc(Cl)cc1)CS(=O)(=O)C2)c1ccccc1	26	1	-3	1	99	-0.5	-3	0.0	4	5
CC(=O)Nc1ccc(SCC(=O)NNC(=O)CN(C)S(=O)(=O)c2ccc(C)cc2)cc1	13	1	-3	10	102	0.8	4	-0.3	16	-5
CCCCCCCCNCCS(=O)(=O)NCCCCCCCC	7	-4	-10	-32	96	-0.9	15	0.5	-3	-5
COc1cccc(NC(=S)NNC(=O)Cn2nc(C(F)(F)F)cc2C)c1	9	3	-19	-2	99	-1.5	3	-0.2	15	1
O=C(CN1C(=O)NC(c2ccccc2)(c2ccccc2)C1=O)N1CCN(c2ccc(F)cc2)CC1	-2	2	-6	-1	102	-2.1	-1	-0.1	5	-1
Cc1nn(S(=O)(=O)c2ccc(C(C)(C)C)cc2)c(C)c1S(=O)(=O)N1CCOCC1	8	3	-4	-1	97	-4.8	5	0.0	1	7
O=C(Nc1cc(S(=O)(=O)N2CCOCC2)ccc1O)c1ccc(NS(=O)(=O)c2ccc(Cl)s2)cc1	1	3	-6	7	97	2.8	3	0.0	-3	4
Cc1ccc(C(=O)Nc2ccc(N3CCN(C)CC3)nc2)cc1	1	1	-4	-2	101	0.2	-1	0.1	26	-1
O=C1CCCc2ccc3ccccc3c21	15	2	-5	-2	100	-1.6	-1	0.2	6	1
Oc1cc2c(cc1O)CN(C(=S)NCCc1ccc(Cl)cc1)CCC2	-11	1	-5	74*	92	0.1	-2	1.0	1	0
O=C1CN(C(=O)OCc2ccccc2)c2ccccc2N1	3	-1	-3	1	93	-0.5	13	0.1	4	-3
CN(C1CCCCC1)S(=O)(=O)c1ccc(NC(=S)NC(=O)c2cccs2)cc1	-7	-1	-12	-11	105	-0.8	3	-0.2	2	-7
COc1ccc(N2C(=O)CC(SCc3ccc(Cl)cc3)C2=O)cc1 (stereo unspecified)	-5	0	-21	-1	96	-0.8	9	-0.1	5	-4
O=C(CCCN1C(=O)c2ccccc2C1=O)Nc1ccc2c(c1)OCCO2	-7	0	-5	0	102	-1.8	-1	-0.1	13	-3
O=C(c1ccc([N+](=O)[O-])cc1)N1CCN(C(=O)c2ccco2)CC1	-2	2	2	-2	93	-3.4	-4	-0.1	12	-2
Cc1nnc(NC(=O)CCC(=O)N2CCN(CCOc3cccc4ccccc34)CC2)s1	5	1	-5	3	94	1.1	2	-0.1	20	13
CCN(C1CCS(=O)(=O)C1)S(=O)(=O)c1ccc(OC)c(OC)c1 (stereo unspecified)	-2	1	-6	3	94	1.2	1	0.1	0	-2
C[C@H]1COC(=O)[C@@H](Cc2ccc(F)cc2)C/C=C\C[C@@H](CC(=O)N[C@@H](CO)Cc2ccccc2)C(=O)N1	6	1	-12	-4	102	-0.4	3	0.0	11	0

The results go on:
SMILES	Vif imaging	N-glyco inh	CaV13 ICDI inh	Cardio protect	ABCB6 inh MLPCN	MC4R ag barr	PDI turbidity	aDG glyco up	MC4R antag cAMP	HTR2A ag
Cc1ccc(S(=O)(=O)NC(=O)Nc2c(C)cccc2C)cc1	23	2	-5	-2	95	-2.1	8	0.0	2	2
COCCOC(=O)c1[nH]c2c(c1C)C(=O)C(C(=O)OC)C(C)C2 (stereo unspecified)	4	-2	-2	-26	100	-0.5	·	-0.1	2	-3
O=C(COc1ccc2c(-c3ccccc3)cc(=O)oc2c1)NCc1ccccn1	-1	-4	·	-4	96	-0.2	·	0.4	-3	2
S=c1[nH]c2cc(Cl)c3cccnc3c2o1	-2	2	-5	6	103	1.6	-5	-0.1	23	0
O=C(c1ccccc1)c1c[nH]c2cc3c(cc2c1=O)OCCO3	5	3	-5	-1	102	-0.2	-1	0.0	-1	9
Cc1cc(=O)[nH]c2c1c(C)nn2C(C)(C)C	-1	-1	-5	2	97	-1.6	12	0.0	-3	-1
O=[N+]([O-])c1ccc(S(=O)(=O)NCCCc2ccccc2)cc1	6	0	-5	-1	98	0.6	-4	0.0	1	-2

Assay outcomes deposited in PubChem BioAssay by several laboratories.
